14-3-3g Raf – modulators of human 14-3-3 gamma - Raf peptide interaction; FP, 14-3-3gamma / TMR-pS259-Raf peptide binding; inhibition, % at 40 µM; 160,000 compounds, 0.19% hits; in the data active = inhibition above about 30%;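 note: 0% = protein plus tracer without compound and 100% = blank with tracer alone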
Target sequence (P61981 whole entry, looked up): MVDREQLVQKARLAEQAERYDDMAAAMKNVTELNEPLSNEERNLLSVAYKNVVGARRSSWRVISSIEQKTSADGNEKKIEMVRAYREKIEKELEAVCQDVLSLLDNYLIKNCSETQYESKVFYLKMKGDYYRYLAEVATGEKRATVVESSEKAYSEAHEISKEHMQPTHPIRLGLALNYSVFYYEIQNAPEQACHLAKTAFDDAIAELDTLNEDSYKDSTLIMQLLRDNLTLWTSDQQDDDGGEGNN
* hit, by the source's call; & = joins results of further samples. Not all compounds are listed. The share of hits here may be higher or lower than overall.

compound	14-3-3g Raf
Cc1ccccc1NC(=O)C1CC(=O)OC12CCOC(C)(C)C2 (centres undefined)	3
Cc1cc(Br)ccc1NC(=O)c1cn(-c2ccc(Cl)cc2)c(=O)c2ccccc12	5
O=C(CS(=O)(=O)c1ccc(C(F)(F)F)cc1Cl)Nc1cccc(C(=O)O)c1	-8
COc1cccc(/C=N/n2cnnc2)c1OCc1ccccc1	7
COC(=O)c1ccc(C)c(NC(=O)c2ccc(C3SCC(=O)N3Cc3ccccc3)cc2)c1 (centres undefined)	-61
COc1ccc2nc(NC(=O)Cn3cnc4sc(C)c(S(=O)(=O)N5CC(C)CC(C)C5)c4c3=O)sc2c1 (centres undefined)	-13
CSc1nnc(-c2ccccc2N)c(=O)[nH]1	-10
CC1=C(C(=O)Nc2nc3ccccc3s2)C(c2ccc(F)cc2)C2=C(CC(C)(C)CC2=O)N1 (centres undefined)	-22
CNc1nnc(-c2cccc(N(C)C)c2)s1	2
O=C(C1CC1)N1CCc2cc(S(=O)(=O)NCc3ccc4c(c3)OCO4)ccc21	-5
O=S(=O)(c1ccc2nc(CO)[nH]c2c1)c1ccc2nc(CO)[nH]c2c1	-5
COC(=O)C(C(C)=O)C1=CC(=NS(=O)(=O)c2ccc(C)cc2)c2ccccc2C1=O (centres undefined)	-42
Cc1c(C(=O)Nc2cccc([N+](=O)[O-])c2)sc2ncn(CC(=O)N3CCOCC3)c(=O)c12	0
O=C(Nc1nc2ccc(Cl)cc2s1)c1cccc([N+](=O)[O-])c1	-5
NC(=O)c1cc2cc([N+](=O)[O-])ccc2oc1=Nc1ccccc1	-4
COc1ccc(NC(=O)CSc2nnc3scc(-c4ccccc4)n23)cc1	-5
Cc1ccc2nc(-c3ccc(Cl)c(NC(=O)c4ccc(Br)o4)c3)oc2c1	-15
N#Cc1cc2c(nc1SCC(=O)Nc1ccc(S(=O)(=O)Nc3nccs3)cc1)CCCC2	-8
COc1ccc(-n2nc(C(=O)NCC(=O)Nc3cccc(Cl)c3)c3ccccc3c2=O)cc1OC	10
CCOC(=O)Cc1nn2c(=O)cc(C)nc2s1	-12&-79
CCC(=O)N1CCN(CCN=Cc2c(O)n(C3CCCCC3)c(=O)n(C3CCCCC3)c2=O)CC1	-2
COc1ccccc1NC(=O)CSc1nc2ccccc2n1S(=O)(=O)c1ccc(C)cc1	-1
O=C(CCc1nc(-c2ccccc2F)no1)NCc1ccco1	2&-5
O=C(CCSCc1ccc(Cl)cc1)NCc1cccnc1	-2
O=C1C(=O)N(Cc2cccnc2)C(c2ccccn2)/C1=C(/O)c1ccc(F)cc1 (centres undefined)	6
O=C(CCN1CCN(C(=O)c2ccco2)CC1)Nc1ccc(F)cc1	-4&-7
CCC(Cc1ccccc1)NS(=O)(=O)c1ccc(F)c(C(=O)Nc2ccc(C)c(F)c2)c1 (centres undefined)	-3
CCCC(=O)n1c(=O)oc2cc(Cl)ccc21	-11
O=C(O)c1ccccc1Nc1cc(N2CCCCC2)c2noc3c2c1C(=O)c1ccccc1-3	-4
O=C(CCn1c(=O)[nH]c2ccccc2c1=O)NC1CCCCCC1	-3
N#Cc1c(N)nc(SCC(=O)c2ccc(Cl)cc2)c(C#N)c1-c1ccco1	-85
COc1ccc2nc(NC(=O)c3ccc(Cl)s3)sc2c1	3
Cc1ccc(CN2C(=O)CN(C3CCCCC3)C(=O)C2c2ccccc2C)cc1 (centres undefined)	-4
COc1ccccc1C1CC(=O)C2=C(C1)NC(C)=C(C(=O)OC(C)C)C2c1cc(OC)c(O)c([N+](=O)[O-])c1 (centres undefined)	1
CCOC(=O)c1cc2sc(C)cc2n1C(C)C(=O)OCC (centres undefined)	-6
COCCNc1ccc(N2C(=O)C3C4C=CC(C4)C3C2=O)cc1[N+](=O)[O-] (centres undefined)	3
Cn1c(=O)c2c(nc3n2CC(=O)N3c2ccc3c(c2)OCO3)n(C)c1=O	-1
COCCn1c(=S)[nH]c2cc(C(=O)N3CCN(C4CCCCC4)CC3)ccc2c1=O	4
COc1ccc(S(=O)(=O)N(C)C)cc1OC	3
CCCCNC(=O)CC(C)(C)CC1=NS(=O)(=O)c2ccccc2N1	5
CCCNC(=O)c1ccc2c(c1)N(Cc1cccc(C)c1)C(=O)CS2	-3
CC(C)C(NC(=O)c1ccc(C23CC4CC(CC(C4)C2)C3)cc1)C(=O)Nc1ccccn1 (centres undefined)	-3
Cc1ccccc1Cn1nc(C)c(NC(=O)c2cc3n(n2)C(C(F)F)CC(C(F)F)N3)c1C (centres undefined)	-1
Cc1cc(Br)c(O)c(C=Nc2ccc3ccccc3c2)c1	-45
CCn1c(=N)c(C(=O)OC)cc2c(=O)n3cccc(C)c3nc21	-9
O=C(Nc1ncccc1O)C12CC3CC(CC(C3)C1)C2	1
O=c1cc(-c2ccc3c(c2)OCO3)oc2ccc(O)cc12	-2
CCCCSc1nnc(-c2c[nH]c3ccccc23)n1CC	-16
O=C(CSc1nnc(Cc2cc(=O)[nH]c(=O)[nH]2)n1-c1ccccc1)N1CCCc2ccccc21	1
CCCCS(=O)(=O)NC1=NCN(CCO)CN1	-3&-3
O=C(Nc1ccccc1C(=O)N1CCN(Cc2ccccc2)CC1)c1ccccn1	0
Cc1cnn(-c2nc(-c3ccc(F)cc3)cc(C(F)(F)F)n2)c1	-9
CC(C)[C@@H]1NC(=O)N(c2ccc(Oc3ccccc3)cc2)C1=O	-1
CCOC(=O)C1=C(C)NC2=C(C(=O)CC(C)(C)C2)C1c1ccc(OCc2cccc(F)c2)c(OC)c1 (centres undefined)	-3
CCCn1c(SCCC(=O)O)nc2c1c(=O)[nH]c(=O)n2C	-3
CCOC(=O)C1=C(C)N(Cc2ccccc2)C(=O)C1CC(=O)O (centres undefined)	-10
CC1(C)CC(=O)C2=C(C1)Nc1ccc3ccccc3c1C2c1cc(Cl)cc2c1OCOC2 (centres undefined)	7
O=C(C1CCC(CNc2nc(=S)[nH]c3ccccc23)CC1)N1CCN(c2ccccn2)CC1 (centres undefined)	8
COc1ccc([N+](=O)[O-])cc1NC(=O)C1c2ccccc2C(=O)N(C)C1c1ccc(OC)c(OC)c1 (centres undefined)	-33
C=CCSc1nnc(-c2ccncc2)n1-c1ccc(OCC)cc1	-15

Five records picked at random from those above, as already listed:
compound	14-3-3g Raf
COc1ccc([N+](=O)[O-])cc1NC(=O)C1c2ccccc2C(=O)N(C)C1c1ccc(OC)c(OC)c1 (centres undefined)	-33
COc1ccccc1C1CC(=O)C2=C(C1)NC(C)=C(C(=O)OC(C)C)C2c1cc(OC)c(O)c([N+](=O)[O-])c1 (centres undefined)	1
CCOC(=O)Cc1nn2c(=O)cc(C)nc2s1	-12&-79
Cc1cc(Br)ccc1NC(=O)c1cn(-c2ccc(Cl)cc2)c(=O)c2ccccc12	5
Cc1c(C(=O)Nc2cccc([N+](=O)[O-])c2)sc2ncn(CC(=O)N3CCOCC3)c(=O)c12	0

New compounds follow.
compound	14-3-3g Raf
COc1ccc(C(C(=O)NC2CCCC2)N(CCN(C)C)C(=O)c2snc(C(N)=O)c2N)cc1 (centres undefined)	-7
O=C1OCc2cc(NC(=O)C3CCCCC3)ccc21	5
COc1ccc(Nc2ncc(C(=O)Nc3ccc4c(c3)OCCO4)c3ccccc23)cc1	-15
CC(=O)N1c2c(cc(Br)cc2S(=O)(=O)NCc2cccs2)CC1C (centres undefined)	6
Cc1ccc(CSc2nc3ccccc3o2)cc1	0
C=CCN(CC=C)S(=O)(=O)c1ccc2nsnc2c1	-17
COc1ccc(C(=O)NCc2ccco2)cc1[N+](=O)[O-]	-5
O=c1c2c3c(sc2n2cnnc2n1-c1ccccc1)CCCCC3	-10
CCCCCCn1c(N2CCCCC2)nc2c1c(=O)n(C)c(=O)n2C	-10
Cc1ccc(-c2nc3ncccc3o2)cc1NC(=O)c1cccc(I)c1	-13
O=C(CCCn1c(=O)[nH]c2ccc(Br)cc2c1=O)NCCc1c[nH]c2ccccc12	6
COc1ccc(C2NC(=S)NC(C)=C2C(N)=O)cc1 (centres undefined)	-6
CCc1nc(NCC(C)C)c(C#N)c2c1COC(C)(C)C2	-1&-2
O=C(Nc1cc(Oc2ccccc2)cc([N+](=O)[O-])c1)c1sc2ccccc2c1Cl	-11
O=C(CN1C(=O)c2cccc3cccc1c23)N1CCN(c2ccccc2)CC1	7
Cc1cccc(Cn2c(SCCN3CCOCC3)nc3c2c(=O)n(C)c(=O)n3C)c1	-5
Cc1cc(OC(C)C(=O)Nc2sc3c(c2C(N)=O)CCCC3)ccc1Cl (centres undefined)	-8
COCCCNC(=O)C(=O)Nc1cc(C)ccc1C	13
COc1cc(CN2CCC(C(=O)NC3CCCC3)CC2)cc(Br)c1O	-10
N#CCCn1cnc2ccccc21	-5
CCn1c[n+](CC(O)COc2ccccc2)c2ccccc21 (centres undefined)	-3
Cc1ccc(CNS(=O)(=O)c2ccc(F)c(C(=O)Nc3cccc(C)c3C)c2)cc1	-7
O=C(CCC(=O)c1cccs1)OCC(=O)N1CCN(S(=O)(=O)c2ccccc2)CC1	-4
O=C(NC1CCCC1)C1CC(=O)N(C2CCCCCCC2)C1 (centres undefined)	-8
O=C(c1cc2nc(-c3cccs3)cc(C(F)(F)Cl)n2n1)N1CCCCCC1	-9
O=[N+]([O-])c1ccc(C=CC=Nc2ccc3oc(-c4ccccc4Br)nc3c2)cc1	-7
CCOC(=O)c1sc(NC(=O)c2cc(C)on2)c(C(=O)OCC)c1C	-5
Cc1ccc(NC(=O)Cn2c(=O)n(-c3ccccc3)c(=O)c3c4c(sc32)CCCC4)cc1	-5
COc1ccc2nc(-c3cccc(N)c3)[nH]c2c1	-10
CC1=C(C(=O)OCCOc2ccccc2)C(c2coc3ccc(C)cc3c2=O)C2=C(CC(C)(C)CC2=O)N1 (centres undefined)	7
COc1ccc(OC)c2[nH]c(=O)c(CCNC(=O)C3CCCCC3)cc12	7&-6
O=C1CC(Nc2ccc(N3CCOCC3)cc2)C(=O)N1c1ccccc1F (centres undefined)	7&-10
Cc1ccc(S(=O)(=O)N(C)c2ccc(C(=O)N3CCC(C(N)=O)CC3)cc2)cc1	3
CC1=C(C(=O)N2CCCCC2)C(c2ccc(F)cc2)C2=C(CC(C)(C)CC2=O)N1 (centres undefined)	-1
CCCCCCn1c(C(C)NC(=O)c2ccco2)nc2ccccc21 (centres undefined)	5
C=CCn1c(=N)n(CC(=O)O)c2ccccc21	0&3
O=C(c1ccc(Cn2c(=S)[nH]c3ccc(Br)cc3c2=O)cc1)N1CCN(C2CCCCC2)CC1	-14
COC(=O)COc1ccc(C2C(C(=O)OC)=C(C)NC3=C2C(=O)c2ccccc23)cc1OC (centres undefined)	-53
CCOC(=O)c1c(NC(=O)CC2Nc3cc(C)c(C)cc3NC2=O)sc2c1CCCC2 (centres undefined)	-8
CCOc1ccc(C(=O)O)cc1OC	0
CC1CCC2C(=O)N(c3ccc(C(=O)Oc4cccc5cccnc45)cc3)C(=O)C2C1 (centres undefined)	12
CCOC(=O)c1sc(=S)n(-c2ccccc2OCC)c1N	3
COC(=O)c1sc2nc(-c3ccc4c(c3)OCO4)cc(C(F)(F)F)c2c1N	6
COc1ccccc1Nc1cc(C(=O)NCc2cccs2)c2ccccc2n1	-6
Clc1ccc(-c2cnc(N=Cc3ccc(Br)cc3)s2)cc1	-6
CCOC(=O)c1c(C)oc2ccc(NS(=O)(=O)c3cccc(C(=O)O)c3)cc12	-16
Cc1cccc(-c2nc3cc(NC(=O)c4ccc(Cl)c([N+](=O)[O-])c4)ccc3o2)c1	-10
COC(=O)C1=C(C)NC(=S)NC1c1cn(-c2ccccc2)nc1-c1ccc(Cl)cc1 (centres undefined)	-3
O=C(c1cccs1)C(O)c1c[nH]c2ccccc12 (centres undefined)	-3
Cc1ccc2nc3c(cc(C(=O)NCc4ccccc4)c(=N)n3C3CCCC3)c(=O)n2c1	-13
Cc1ccc([N+](=O)[O-])cc1NC(=O)c1cccc(S(=O)(=O)N2CCOCC2)c1	12
CN1CCN(C(=O)c2ccccc2-c2nc(-c3ccccc3)no2)CC1	-4
Cc1ccc(N2C(=O)C(Cl)=C(Nc3ccccc3O)C2=O)cc1Cl	-8
CCCOc1cccc(C(=O)Nc2cccnc2)c1	0
CCCn1c2c(c(O)c(C(=O)Nc3nc4ccccc4s3)c1=O)CCCC2	-1
COc1ccc(N2C(=O)CC(N(Cc3ccc(S(N)(=O)=O)cc3)C(C)=O)C2=O)cc1 (centres undefined)	0
CC(=O)NC(=O)c1cc2cc(Br)ccc2oc1=Nc1cccc(C(F)(F)F)c1	-1
CCOC(=O)N1CCN(C(=O)Cn2nc(-c3ccc(Cl)cc3)ccc2=O)CC1	-10
O=C(NCN1CCN(c2ccccc2F)CC1)c1ccccc1	-6
COc1ccc(NC(=O)c2ccc(-c3ccc([N+](=O)[O-])cc3)o2)cc1	-3

Following part:
compound	14-3-3g Raf
Cc1cc(C)cc(Oc2coc3cc(OC(=O)C(C)(C)C)ccc3c2=O)c1	-15
CCCCNC(=O)c1cc2c(=O)n3cccc(C)c3nc2n(CCN2CCOCC2)c1=N	-10
CCC(=O)Nc1ccc(C)cc1C	-5
Cc1c(C(=O)O)sc2ncnc(N3CCN(c4ccccc4)CC3)c12	-15
Cc1cccc(C2Nc3ccccc3-c3nnc(SCc4ccccc4F)nc3O2)n1 (centres undefined)	22
Cc1nc(NS(=O)(=O)c2ccccc2)sc1NC(=O)OCCN(C)C	-9

An excerpt of these results, with each value named:
> Cc1c(C(=O)O)sc2ncnc(N3CCN(c4ccccc4)CC3)c12
  14-3-3g Raf: -15

> Cc1cccc(C2Nc3ccccc3-c3nnc(SCc4ccccc4F)nc3O2)n1 (centres undefined)
  14-3-3g Raf: 22

> Cc1nc(NS(=O)(=O)c2ccccc2)sc1NC(=O)OCCN(C)C
  14-3-3g Raf: -9
